EBI2 antag – blocks human EBI2 receptor beta-arrestin signaling; 0.81% of 360,000 active; EBI2 beta-arrestin recruitment, luminescence, 7a,25-OHC stimulated; P32249; inhibition, % at 5 µM; in the data active = inhibition above about 38%;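 also: enzyme fragment complementation signal reports receptor beta-arrestin coupling in cells; 0% = agonist plus DMSO wells and 100% = wells without agonist; some results beyond the cut were filed as inactive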
Target sequence (P32249 whole entry, looked up, the tested form may be a part): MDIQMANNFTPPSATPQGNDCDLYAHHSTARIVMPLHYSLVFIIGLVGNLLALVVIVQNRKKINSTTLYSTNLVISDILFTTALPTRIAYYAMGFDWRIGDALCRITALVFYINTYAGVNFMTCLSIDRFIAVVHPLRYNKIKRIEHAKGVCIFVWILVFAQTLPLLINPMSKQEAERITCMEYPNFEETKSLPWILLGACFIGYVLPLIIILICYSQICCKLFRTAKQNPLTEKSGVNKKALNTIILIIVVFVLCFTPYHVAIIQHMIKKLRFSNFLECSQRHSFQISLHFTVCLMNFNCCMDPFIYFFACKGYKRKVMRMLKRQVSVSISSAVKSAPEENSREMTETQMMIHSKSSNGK
CCR6 antagonist – blocks CCL20-driven beta-arrestin recruitment at human CCR6. inhibition, % at 20 µM. 0.49% of 340,000 active. CHO-K1 CCR6 PathHunter beta-arrestin, luminescence, CCL20-stimulated. AID 493098. P51684;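 active = compounds whose inhibition of the agonist-driven luminescence signal at 20 µM reaches about 50%, limit read from the data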;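 also: cells stimulated with CCL20 at 14 nM final; plate controls were DMSO with CCL20 for no effect and DMSO without agonist for full effect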
Target sequence (P51684 whole entry, looked up): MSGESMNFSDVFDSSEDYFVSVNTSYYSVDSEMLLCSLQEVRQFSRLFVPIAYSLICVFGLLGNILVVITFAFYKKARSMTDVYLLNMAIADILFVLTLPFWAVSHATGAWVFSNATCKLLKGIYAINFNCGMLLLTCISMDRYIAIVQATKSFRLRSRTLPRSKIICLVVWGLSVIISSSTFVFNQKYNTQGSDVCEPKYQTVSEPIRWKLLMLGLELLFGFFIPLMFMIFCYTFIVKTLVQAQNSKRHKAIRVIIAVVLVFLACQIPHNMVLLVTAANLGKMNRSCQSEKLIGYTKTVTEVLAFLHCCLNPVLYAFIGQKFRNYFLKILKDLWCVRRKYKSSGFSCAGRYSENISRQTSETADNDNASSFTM
CXCR6 inh – CXCR6 (human) receptor inhibition; 0.36% of 360,000 active; inhibition, % at 20 µM; CHO-K1 PathHunter CXCR6 beta-arrestin, luminescence; in the data active = inhibition above about 34%, passing the limit was not always enough;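 also: antagonist mode with CXCL16 agonist at 10 nM final; 0% = 10 nM CXCL16 with DMSO and 100% = unstimulated wells without agonist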
Target sequence (O00574 whole entry, looked up): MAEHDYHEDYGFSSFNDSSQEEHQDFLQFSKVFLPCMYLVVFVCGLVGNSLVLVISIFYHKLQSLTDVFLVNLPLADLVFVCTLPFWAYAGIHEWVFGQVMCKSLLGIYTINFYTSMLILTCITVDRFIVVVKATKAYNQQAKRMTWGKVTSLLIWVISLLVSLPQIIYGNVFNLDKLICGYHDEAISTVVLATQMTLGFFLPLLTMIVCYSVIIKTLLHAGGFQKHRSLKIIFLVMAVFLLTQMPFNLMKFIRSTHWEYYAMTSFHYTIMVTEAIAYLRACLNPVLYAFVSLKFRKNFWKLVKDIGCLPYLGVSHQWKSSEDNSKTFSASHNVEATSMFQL
An asterisk follows results filed as active.

SMILES	EBI2 antag	CCR6 antagonist	CXCR6 inh
CC1CCCCN1C(=O)COC(=O)CSc1ccc(C(N)=O)cc1[N+](=O)[O-] (configuration not stated)	1	11	12
COc1ccc(-c2ccc(/C=C3/C(=N)N4C=CSC4=NC3=O)o2)c([N+](=O)[O-])c1	-46	24	21
Nc1ncnc(Nc2ccccc2Oc2ccccc2)n1	-3	-1	-1
NC(=O)C1CCN(C(=O)C2CC(=O)N(c3ccc4c(c3)OCCO4)C2)CC1 (configuration not stated)	2	1	0
COc1ccc(C(=O)/C=C/c2cn(CC(O)CN3CCOCC3)c3ccccc23)cc1 (configuration not stated)	-18	10	1
COc1cc(NC(=O)NCc2ccco2)ccc1-c1ccc(NC(=O)NCc2ccco2)cc1OC	-10	4	10
Clc1ccccc1NCSC1=NCCS1	-8	10	2
CCc1ccc(-c2cc(N)n(-c3ccccc3)n2)cc1	-11	16	-2
CCOC(=O)N1CCC(NC(=O)CCc2c(C)nc3c(c(C)nn3-c3ccccc3)c2C)CC1	-2	8	2
Cc1cc(/C=C(\C#N)C(=O)NC2CCCCCC2)c(C)[nH]1	-27	-5	2
O=C(O)c1ccccc1C(=O)c1ccc(F)c(F)c1	-4	7	-1
O=C(NC1c2ccccc2-c2ccccc21)N1CCCCC1	2	-9	10
CC(C)(C)OC(=O)N1CCC2(CC1)Oc1ccc(Cl)cc1C(=O)C21CC(c2ccc(Cl)cc2)=NO1 (configuration not stated)	-17	17	-8
O=C(Nc1ccc(C(=O)N2CCOCC2)cc1)c1ccccc1	-3	4	1
CN1CC=C2C(C#N)=C(N)C(C#N)(C#N)C(Cc3ccccc3)C2C1 (configuration not stated)	-1	17	3
Cc1nn(-c2ccccc2)c2sc(C(=O)N3CCc4ccccc4C3)cc12	-1	3	-6
CC(Cc1ccccc1)N(C)C(=O)CN1C(=O)c2ccccc2C1=O (configuration not stated)	0	14	6
N#Cc1cnc(SCC(=O)N2CCCCC2)nc1N	0	-6	-5
O=[N+]([O-])c1ccc(F)cc1OCc1nc(-c2cccs2)no1	3	11	1
C[C@@H]1[C@H](c2ccccc2)Oc2ccc(Cl)cc2S(=O)(=O)N1CC1CCCN1C(=O)OC(C)(C)C (some centres not stated)	27	6	1
O=C(O)c1ccccc1NS(=O)(=O)c1ccc(N/N=C/c2ccc(O)c(O)c2)c([N+](=O)[O-])c1	6	50*	22
CCOC(=O)C(NC(=O)c1ccccc1)C(C)(C)SCc1ccccc1 (configuration not stated)	1	23	5
COc1ccc(NS(=O)(=O)c2cc(NC(=O)Cc3n[nH]c(=O)c4ccccc34)ccc2OC)cc1	9	8	1
Cc1ccc(S(=O)(=O)N2CCC(=O)CC2c2ccccc2)cc1 (configuration not stated)	-1	4	-1
S=C(Nc1cc(Cl)ccc1Oc1ccccc1)N1CCN(c2ccccn2)CC1	6	26	12
Cc1cccc(NC(=O)c2cccc(NC(=O)c3ccco3)c2)c1	-5	11	1
CC(C)Cn1c(N)c(C(=O)CSc2ccccc2)c(=O)n(C)c1=O	-20	-8	-12
COc1ccccc1Cn1c(SCC(N)=O)nc2c(oc3ccccc32)c1=O	-7	21	5
CC1(c2ccccc2)NC(=O)N(CC(=O)Nc2ccc(S(=O)(=O)NC3=NCCCCC3)cc2)C1=O (configuration not stated)	-6	9	-1
COc1cc(C)cc(C(=O)C=Cc2ccccc2)c1O	13	19	12

Entries listed so far marked active in CCR6 antagonist:
SMILES	EBI2 antag	CCR6 antagonist	CXCR6 inh
O=C(O)c1ccccc1NS(=O)(=O)c1ccc(N/N=C/c2ccc(O)c(O)c2)c([N+](=O)[O-])c1	6	50*	22

The list goes on.
SMILES	EBI2 antag	CCR6 antagonist	CXCR6 inh
CC(=O)C1CCC2C3CCC4=CC(=O)C=CC4(C)C3CCC12C (configuration not stated)	7	2	-4
Cc1cc(C)c2nc(SCC(=O)N3CCCCC3)c(C#N)cc2c1	18	-10	3
O=C1C=C(NCc2ccccc2)c2ccccc2C1=O	-16	19	7
C=C(C)CNC(=O)C1CCC(=O)N(CCCc2ccccc2)C1 (configuration not stated)	0	-12	8
CN(CCc1ccccc1)C(=O)c1ccc(NC(=O)Cc2cccc(NC(=O)C3CCN(C(=O)C4CCC4)CC3)c2)cc1	-9	6	1
COC(=O)c1cnc(N)s1	-13	1	-1
Cc1ccc(S(=O)(=O)Oc2ccccc2[N+](=O)[O-])cc1	9	6	2
O=C(O)c1cccc2c1-c1ccc([N+](=O)[O-])cc1C2=O	-19	-1	-3
CN(c1ccccc1)S(=O)(=O)c1ccc(Cl)c(C(=O)OCC(=O)c2c(N)n(C)c(=O)n(C)c2=O)c1	11	20	8
CCOc1ccc(S(=O)(=O)N2CCCCC2)cc1NC(=O)c1ccccc1	-2	9	-7
Cc1c(C)c([N+](=O)[O-])c(C)c(C)c1N	1	8	-7
CCc1ccc2[nH]c(=O)c(CN(Cc3ccc(OC)cc3)Cc3nnnn3CCOC)cc2c1	-4	3	-2
Cc1ccc(NS(=O)(=O)c2ccccc2)c([N+](=O)[O-])c1	-12	27	10
CSCCC(NC(=O)c1cccc(S(=O)(=O)N2CCN(C(C)=O)CC2)c1)c1nc2ccccc2[nH]1 (configuration not stated)	-8	10	1
O=C(c1ccco1)N1CCN(C(=O)c2cccn3c(=O)c4c5c(sc4nc23)CCCC5)CC1	-14	8	8
O=C(COC(=O)c1ccc(O)cc1)NCCCc1ccccc1	-5	5	2
CCn1c2ccc(C)cc2c2nc3cc(C(=O)O)ccc3nc21	0	2	-10
NC(=O)C1(C(=O)O)OC1(c1ccc(Cl)cc1)c1ccccc1Cl (configuration not stated)	-6	10	-3
CCN(CC(=O)Nc1ccccc1C(F)(F)F)C(=O)c1ccc(-n2nc(C)c(CCC(=O)OC)c2C)cc1	-7	11	5
Nc1cccc2c1C(=O)N(C(=O)/C=C/c1cccc(Br)c1)C2=O	2	64*	38*
CC(C)CC(=O)/C=C/n1c(=S)oc2ccccc21	16	25	11
Nc1cc(SCc2ccc(Cl)cc2Cl)ncn1	-4	-3	-4
S=C1NCCN1CC1CCN(CCC23CC4CC(CC(C4)C2)C3)CC1	-1	-5	8
Cc1ccccc1N=Cc1ccc[nH]1	2	-2	3
COc1cccc(/C=C/C(=C2\C(=O)N(c3ccccc3)N=C2C)c2ccc(Br)cc2)c1OC	21	20	-7
CN1OC[C@@H]2CN(Cc3cc(Cl)cc(Cl)c3)[C@H](c3cccc(-c4ccccc4)c3)C[C@@H]21	15	22	4
COC1OC2COC(c3ccccc3)OC2C(O)C1NC(C)=O (configuration not stated)	-3	2	-9
CCC1(CC)CNC(=O)NC1	-13	4	-2
ON=C(CCc1ccccc1)c1ccccc1	-4	12	2
CC(C)(C)S(=O)(=O)N1C[C@H]2CC/C=C\C/C(c3ccccc3)=C\2[C@@H]1CCO	1	2	0
O=C(Nc1ccccc1)OCCOc1ccc(Cl)cc1Cl	5	14	-12
COc1cccc2c1CCC1=CC(=O)CCC12C (configuration not stated)	9	6	0
O=C(NCCNC(=O)Oc1cccc2ccccc12)Oc1cccc2ccccc12	-21	-11	-8
CC[C@]12C(=O)N(C)C[C@H]([C@@H]3C(=O)N(C)C(=O)[C@@H]31)N2C(=O)c1ccccc1	2	-7	-5
O=C(O)c1cc(N2CCCCC2)ccn1	7	2	7
CC1=NN(c2cc(Cl)c(S(=O)(=O)O)cc2Cl)C(=O)C1	-6	13	32
CCOc1cc(C#N)c(NC(=O)c2ccco2)cc1OCC	-5	2	-8
CCc1ccccc1NC(=O)CSc1nc2n[nH]c(C)c2c(=N)n1-c1ccc(OC)cc1	33	13	0
CCOc1cc(CNCCc2ccc(S(N)(=O)=O)cc2)ccc1OCc1ccccc1	-16	-11	-4
CCN(c1ccccc1)S(=O)(=O)c1cc(C(=O)OCC(=O)c2c(N)n(C)c(=O)n(C)c2=O)ccc1C	5	14	-5
Cc1ccc(C(C)C)c(OCc2ccc(C(=O)N/N=C/c3cccc(O)c3O)cc2)c1	9	23	3
CC1(C)CC(=O)C(C=NCCN2CCN(C(=O)NC34CC5CC(CC(C5)C3)C4)CC2)=C(O)C1	-12	-4	-3
CC(=O)NC1CC2CCCC(C1)N2C(=O)Nc1cccc(C)c1 (configuration not stated)	-9	-2	-2
CCN1C[C@@H]2[C@@H]3C(=O)N(Cc4ccccc4)C(=O)[C@@H]3[C@](C)(C1=O)N2C(=O)c1ccc(C(C)(C)C)cc1	-7	2	6
O=C(Cc1ccc(NC(=O)C2CCN(C(=O)c3ccccc3)CC2)cc1)Nc1cccc(C(=O)N2CCCC2)c1	-1	-7	-1
COc1ccc(CCNC(=O)c2cc3c(=O)n4ccccc4nc3n(CC3CCCO3)c2=N)cc1 (configuration not stated)	7	13	6
O=[N+]([O-])c1ccc(C=NNC(=S)NN=Cc2ccc([N+](=O)[O-])cc2)cc1	-12	37	7
CCOc1ccc(C(=O)Cc2ccccc2)cc1	-9	-3	-4
CC(CSc1n[nH]c(=S)s1)c1ccccc1 (configuration not stated)	-5	21	6
COc1cc(/C=C/C(=O)Nc2ccc(S(=O)(=O)Nc3onc(C)c3C)cc2)cc(OC)c1OC	-6	11	-8
COc1ccc(F)cc1CN1CCN(C(=O)c2ccc(S(=O)(=O)N3CCCCCC3)cc2)CC1	0	18	-4
CN(Cc1ccccc1)C(=O)c1ccc(NC(=O)Cc2ccc(NC(=O)C3CCN(C(=O)c4ccccc4)CC3)cc2)cc1	-9	3	-10
Cc1ccc(S(=O)(=O)N2CCN(C(=O)COC(=O)c3ccccc3OC(F)F)CC2)c(C)c1	10	5	-5
O=C(Cc1cccc(NC(=O)C2CCCN(C(=O)c3ccccc3)C2)c1)Nc1ccc(C(=O)N2CCOCC2)cc1 (configuration not stated)	-6	17	-5
[O-]/C(=C(\C(=S)Nc1cccc2ccccc12)[n+]1cccc(CO)c1)c1ccc(Cl)s1	-4	-1	-3
CCCCn1c(NS(=O)(=O)c2ccccc2)c(S(=O)(=O)c2ccc(C)cc2)c2nc3ccccc3nc21	-2	12	2
c1ccc(-c2nnnn2-c2ccccn2)cc1	-10	5	-8
C#CCOCCOCCOCCNc1nc(N2CCN(C(=O)[C@H]([C@@H](C)CC)n3cc(CCCN=C(N)N)nn3)CC2)nc(N2CCN(C(=O)[C@H]([C@@H](C)CC)n3cc(CCC(=O)O)nn3)CC2)n1	2	-1	2
O=C1CSC(=S)N1/N=C/c1ccc(O)c([N+](=O)[O-])c1	-6	42	30
Cc1nc(-c2ccc(F)cc2)c(CC(=O)N(C)CC(=O)Nc2ccc(Cl)c(C(F)(F)F)c2)s1	13	2	-9

(next part)
SMILES	EBI2 antag	CCR6 antagonist	CXCR6 inh
COc1ccc2ccccc2c1C1NC(=O)c2ccccc2N1 (configuration not stated)	-10	1	19
CCOc1ccc(NC(=O)c2ccc(NS(=O)(=O)c3cccc4cccnc34)cc2)cc1	11	12	-3
COc1cc2c(c3ccccc13)CCCC2=O	8	5	-1
CC(C)CC(CO)NS(=O)(=O)c1cccc(Cl)c1F (configuration not stated)	-10	18	-9
O=C(NCC(c1cccs1)N1CCOCC1)c1cccc(S(=O)(=O)Nc2ccc(F)cc2)c1 (configuration not stated)	-13	0	9
N[C@@H](Cc1ccc(O)c(O)c1)C(=O)O	0	4	-4
C[C@H]1CN(S(=O)C(C)(C)C)[C@@H](CCO)/C1=C\CCO (some centres not stated)	2	-1	10
CCCCCN(C(=O)CCC(=O)OC(C)C(=O)c1ccc(CC)cc1)c1c(N)n(CCCC)c(=O)[nH]c1=O (configuration not stated)	-1	11	18
CCCCCC(=C/c1ccccc1)/C=N/Nc1ccc(S(=O)(=O)N2CCOCC2)cc1[N+](=O)[O-]	16	7	-1
O=C(Cc1cccc(NC(=O)C2CCCN(C(=O)C3CCCC3)C2)c1)Nc1ccc(C(=O)N2CCCCC2)cc1 (configuration not stated)	-9	9	6
CC(C)(C)N(Cc1ccccc1)C(=O)COC(=O)C1CC(=O)N(Cc2ccccc2)C1 (configuration not stated)	6	42	30
COc1cccc(NC(=O)CN(C)C(=O)C2CC(=O)N(CCc3ccc(OC)c(OC)c3)C2)c1 (configuration not stated)	-11	1	4
Cc1cc(C)c(C)c(S(=O)(=O)N2CCC(C(=O)N(C)Cc3nc4ccccc4c(=O)[nH]3)CC2)c1C	12	9	3
COc1ccc(Cl)cc1C=CC=Nc1ccccc1O	-19	10	5
COc1ccc(Nc2cnn(-c3nc4ccccc4s3)c(=O)c2Cl)cc1	26	47	21
CCOC(=O)c1c(C)oc2c1c(C=NCCO)c(O)c1ccccc12	-3	10	6
CC(C)C1Nc2c(O)cc(Cl)c([N+](=O)[O-])c2C2C=CCC21 (configuration not stated)	2	50*	30

By substructure, those above with two or more sulfur atoms (seven)
SMILES	EBI2 antag	CCR6 antagonist	CXCR6 inh
Clc1ccccc1NCSC1=NCCS1	-8	10	2
CSCCC(NC(=O)c1cccc(S(=O)(=O)N2CCN(C(C)=O)CC2)c1)c1nc2ccccc2[nH]1 (configuration not stated)	-8	10	1
CC(CSc1n[nH]c(=S)s1)c1ccccc1 (configuration not stated)	-5	21	6
[O-]/C(=C(\C(=S)Nc1cccc2ccccc12)[n+]1cccc(CO)c1)c1ccc(Cl)s1	-4	-1	-3
CCCCn1c(NS(=O)(=O)c2ccccc2)c(S(=O)(=O)c2ccc(C)cc2)c2nc3ccccc3nc21	-2	12	2
O=C1CSC(=S)N1/N=C/c1ccc(O)c([N+](=O)[O-])c1	-6	42	30
O=C(NCC(c1cccs1)N1CCOCC1)c1cccc(S(=O)(=O)Nc2ccc(F)cc2)c1 (configuration not stated)	-13	0	9

Bioassay records (PubChem BioAssay)

This is a subset. The share of hits here may be higher or lower than overall.
